Bioassay records: PubChem, National Center for Advancing Translational Sciences (NCATS)
Mm-Cpn inhibitor – Inhibitors of TCP-1 ring complex (TRiC) of Methanococcus maripaludis (MmCpn): qHTS | Potency, µM (top dose mostly 76.9 µM), inactives show top-dose activity, negative = inhibition, most hits filed as inhibitors | AID 504842, 2011 | purified Mm-Cpn ATPase, ADP Transcreener TR-FRET | hit rate 0.031% among 330,000 | Chaperonin Mm-Cpn (Methanococcus maripaludis); note: potency is the fitted concentration of half-maximal effect; % is set by controls: 0 for no effect and ±100 for the full control effect; nearly all actives have a fitted effect of over 80% in size
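ATPase read-out: TR-FRET ADP immunoassay (anti-ADP Eu cryptate vs ADP-d2), ex 320 nm, em 590/665 nm; signal drops as ADP forms. Enzyme 25 nM, ATP 10 uM, 30 min at 37°C after 10 min compound preincubation.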
A549 viability – Nrf2 qHTS screen for inhibitors: counterscreen for cytotoxicity; A549 ARE-Fluc cells, CellTiter-Fluor viability, 18-24 h; Potency, µM (top dose mostly 46 µM), inactives show top-dose activity change, negative = cytotoxicity, most hits filed as inhibitors; hit rate 0.16% among 390,000; AID 504648, 2011; note: potency is the fitted concentration of half-maximal effect; % is set by controls: 0 for no effect and ±100 for the full control effect
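A549 ARE-Fluc cells in 5% FBS OPTI-MEM, 5000 cells/well, rested 2 h then exposed to compounds in concentration-response for 18-24 h at 37 °C. Viability by CellTiter-Fluor fluorescence (Ex 405/Em 525) after 30 min; luciferase luminescence (BugLite, 15 min, RT) read afterwards.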
CCT chaperon mod – High-Throughput Screening for Modulators of Cytosolic Chaperonin Activity | purified chaperonin ATPase assay, HTRF ADP detection, 30 min | activity change, % (no concentration beside the values), hits read low | hit rate 0.3% among 360,000 | AID 651819, 2012; in the data active = activity change below about -30%; note: % is set by controls: 0 for no effect and ±100 for the full control effect
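ATPase activity: ADP formed was measured by HTRF Transcreener (665/615 nm ratio) after 30 min at 37 deg C with 10 uM ATP. Compounds screened at one 76 uM concentration against 40 or 20 nM TRiC in Tris pH 7.4/KCl/MgCl2/DTT buffer.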
Akt phos inh – HTS Assay for Inhibitors of Akt Phophorylation: Primary Screen. Neuro2A IGF-stimulated pAkt S473 HTRF, 20 min; hits give low values. activity change, % for hits at 50 µM. hit rate 0.32% among 360,000. AID 651550, 2012; in the data active = activity change below about -80%; inconclusive = mostly about -51% to -80%; note: % is set by controls: 0 for no effect and ±100 for the full control effect
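Neuro2A cells (4,500/well, DMEM with 0.5% FBS) were treated with compound at a single 50 µM final concentration, stimulated with 6 nM IGF for 20 min at 37 °C, and lysed. Phospho-Akt Ser473 was read by HTRF as 665/615 ratio ×10^4.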
Nrf2 inh – Nrf2 qHTS screen for inhibitors; A549 ARE-Fluc reporter, luciferase luminescence, 18-24 h; Potency, µM (titrated, usually from 46 µM), without a hit: at the highest dose activity change, negative = inhibition, usual class: inhibitors; hit rate 2.1% among 360,000; AID 504444, 2011; note: potency is the fitted concentration of half-maximal effect; % is set by controls: 0 for no effect and ±100 for the full control effect; nearly all actives have a fitted effect of over 60% in size
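Nrf2 function is reported as luminescence of an ARE-controlled luciferase in A549 cells. Compounds were tested at several concentrations, and a CellTiter-Fluor read on the same wells flagged cytotoxicity.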
EPAC2 agonist – qHTS for Agonist of cAMP-regulated guanine nucleotide exchange factor 4 (EPAC2): primary screen | EPAC2 activation, biochemical qHTS; response scale: 100% = 6.5 mM cAMP response | Potency, µM (doses to about 154 µM), for the others: top-dose activation, actives largely listed as activators | Rap guanine nucleotide exchange factor 4 (Homo sapiens), Q8WZA2 | hit rate 0.079% among 360,000; note: potency is the fitted concentration of half-maximal effect; nearly all actives have a fitted effect of over 50% in size
Target sequence (Q8WZA2 whole entry, looked up): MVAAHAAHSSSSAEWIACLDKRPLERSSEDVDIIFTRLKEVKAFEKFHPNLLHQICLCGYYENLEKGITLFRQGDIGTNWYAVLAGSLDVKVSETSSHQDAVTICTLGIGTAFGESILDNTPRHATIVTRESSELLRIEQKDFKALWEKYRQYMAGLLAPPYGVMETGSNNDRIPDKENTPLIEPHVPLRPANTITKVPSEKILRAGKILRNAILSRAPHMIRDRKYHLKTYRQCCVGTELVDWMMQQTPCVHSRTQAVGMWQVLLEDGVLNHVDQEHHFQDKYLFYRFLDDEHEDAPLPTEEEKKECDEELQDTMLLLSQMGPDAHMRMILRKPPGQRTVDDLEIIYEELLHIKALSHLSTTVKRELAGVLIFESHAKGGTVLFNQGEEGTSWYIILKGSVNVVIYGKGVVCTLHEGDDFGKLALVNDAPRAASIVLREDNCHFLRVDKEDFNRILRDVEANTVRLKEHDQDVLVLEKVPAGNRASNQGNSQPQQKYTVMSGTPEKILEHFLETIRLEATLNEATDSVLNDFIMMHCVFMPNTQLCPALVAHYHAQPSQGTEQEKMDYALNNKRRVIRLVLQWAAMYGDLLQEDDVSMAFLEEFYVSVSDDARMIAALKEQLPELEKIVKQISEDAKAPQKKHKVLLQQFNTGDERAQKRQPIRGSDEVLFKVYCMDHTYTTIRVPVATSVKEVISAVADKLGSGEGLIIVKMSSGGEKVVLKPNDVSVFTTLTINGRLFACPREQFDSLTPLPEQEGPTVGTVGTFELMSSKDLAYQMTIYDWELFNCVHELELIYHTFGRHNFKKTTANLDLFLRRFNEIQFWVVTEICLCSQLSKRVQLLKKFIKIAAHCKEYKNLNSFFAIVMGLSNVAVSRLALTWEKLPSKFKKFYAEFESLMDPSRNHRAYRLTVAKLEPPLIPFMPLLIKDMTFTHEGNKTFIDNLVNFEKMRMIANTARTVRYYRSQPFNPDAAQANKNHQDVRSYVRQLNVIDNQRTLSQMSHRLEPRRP
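Compounds were titrated in qHTS against a Rap1B-BODIPY-GDP (250 nM) complex with EPAC2 (100 nM) and GDP (50 uM). BODIPY-GDP release tracked at 480/540 nm over 30 min at room temperature, normalized to 6.5 mM cAMP.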
TGFb inhibitor – qHTS for Inhibitors of TGF-b | HepG2 CAGA-GFP TGF-b/SMAD3 reporter, GFP fluorescence, 18 h; TGF-beta stimulated, 500 pg/mL final | Potency, µM (highest dose often 46.1 µM), without a hit: at the highest dose activity, negative = inhibition, hits mostly inhibitors | hit rate 1.2% among 410,000 | AID 588855, 2011; note: potency is the fitted concentration of half-maximal effect; % is set by controls: 0 for no effect and ±100 for the full control effect; nearly all actives have a fitted effect of over 65% in size
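Inhibition of TGF-beta-driven CAGA-GFP reporter expression in HEPG2 cells is measured by cellular GFP fluorescence after 18 h stimulation with 500 pg/mL recombinant TGF-beta in 1% FBS medium at 37 degrees C.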
Nrf2 ARE act – qHTS of Nrf2 Activators; AREc32 ARE-luciferase reporter (MCF7-derived line), luminescence, 24 h; Potency, µM (doses to about 46.1 µM), for inactives: top-dose activation, actives largely listed as activators; hit rate 0.31% among 410,000; note: potency is the fitted concentration of half-maximal effect; % of control where 0% means no effect; nearly all actives have a fitted effect of over 65% in size
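Cells of the AREc32 ARE-luciferase line are plated in OPTI-MEM containing 5% FBS and left overnight at 37 deg C. Compounds are pinned in, incubation continues 24 hr, and firefly luciferase signal is then measured.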
EPAC2 antag – qHTS for Antagonist of cAMP-regulated guanine nucleotide exchange factor 2 (EPAC2): primary screen; Rap guanine nucleotide exchange factor 4 (Homo sapiens), Q8WZA2; EPAC2 GEF exchange of Rap1B-BODIPY-GDP, fluorescence; Potency, µM (doses to about 114 µM), for the others: at the top dose activity, negative = inhibition, usual class: inhibitors; hit rate 0.18% among 360,000; AID 720708, 2013; note: potency is the fitted concentration of half-maximal effect; % is set by controls: 0 for no effect and ±100 for the full control effect; nearly all actives have a fitted effect of over 45% in size; many of its hits are not listed in these tables
The depositor's hits bear a star; i = inactive; ? = inconclusive; / = no result given; [ ] = remark or other dose. Unless noted, calls come from the whole dose curve; as a rule, active = well fitted curve in the direction sought with a large enough effect; inconclusive = small, poorly fitted or top-dose-only effect, or another doubt; inactive = no such curve, though single readings can be large; an effect the other way counts as inactive or inconclusive. This is a subset (hit frequency here may not be typical).

SMILES | Mm-Cpn inhibitor | A549 viability | CCT chaperon mod | Akt phos inh | Nrf2 inh | EPAC2 agonist | TGFb inhibitor | Nrf2 ARE act | EPAC2 antag
CC(C)CC(=NNC(=O)c1ccncc1)c1cc(Cl)ccc1O | / | ? | -3.8 | i | 6.5µM* | ? | -1% | 0.3% | 2%
Cc1ccc(CCN=c2c([N+](=O)[O-])nn(-c3ccccc3)n2O)cc1 | 2% | -10% | 1.8 | i | 5% | -3% | ? | 0.8% | -2%
CCCCNC(=O)c1ccc2c(=O)n(-c3ccccc3)c(=O)[nH]c2c1 | / | -2% | / | / | -8%[9.27 µM] | / | 2% | -0.6% | /
Cn1c(=O)oc2cc(S(=O)(=O)N3CCC(C(=O)N4CCN(c5cccc(Cl)c5)CC4)CC3)ccc21 | / | -1% | / | / | ? | / | ? | -0.2% | /
COc1cccc(CNc2ccc(F)c([N+](=O)[O-])c2)c1O | 3% | 5% | -0.2 | i | 3% | 8% | -27% | 16% | -24%
Cc1cccc(NC(=O)c2cccc(N3C(=O)C4C5CCC(C5)C4C3=O)c2)c1C (stereo not given) | 1% | -8% | -1.4 | i | 5% | -8% | 0% | -0.3% | 7%
COc1ccc(Cn2c(CCC(=O)NCc3ccco3)nc3cccnc32)cc1 | 11% | 0% | 2.2 | i | 4% | 1% | -2% | 0.7% | 18%
O=C(O)Cn1ccc2cc(S(=O)(=O)N3CCCCC3)ccc21 | / | / | 1.8 | i | / | -3% | -8% | -0.4% | 5%
O=C(NNC(=O)c1ccncc1)Nc1cccc(C(F)(F)F)c1 | 0% | -5% | 1.9 | i | 2% | -6% | 12% | -0.6% | 4%
COc1ccc(NC(=O)CSc2nc3c(cc2C#N)CN(C)CC3)cc1 | / | 1% | -2.5 | i | 3% | 5% | 5% | -0.9% | 0%
Cn1c(=O)c2c(nc(SCc3ccc(F)cc3)n2C)n(C)c1=O | 0% | 0% | 0.4 | i | 0% | 3% | -4% | -0.7% | -3%
CN(Cc1ccccc1)C(=O)CCS(=O)(=O)c1ccc2c(c1)n(C)c(=O)c(=O)n2C | -2% | 6% | -2.8 | i | -12% | 5% | 2% | -0.1% | 20%
Cc1csc(=O)n1CC(=O)OC(C)C(=O)Nc1ccc(N(C)C)cc1 (stereo not given) | / | 1% | -0.2 | i | 0% | 4% | 7% | 1.9% | 2%
CC(C(=O)NCC1CCCCC1)N(C)CC(=O)Nc1ccc(N2CCOCC2)cc1 (stereo not given) | 1% | -2% | -13 | i | 2% | 15% | 17% | 2.2% | -1%
C[C@H](CO)N1C[C@H](C)[C@@H](CN(C)C(=O)Nc2ccc3c(c2)OCO3)Oc2c(cccc2N(C)C)C1=O | -1% | 1% | 1.1 | i | -1% | 11% | 2% | 0.8% | -8%
COc1ccc(-c2ccnc3c(C#N)cnn23)cc1 | -8% | 4% | -1.0 | i | -8% | 17% | 20% | 0.5% | -18%
Cc1ccc(S(=O)(=O)N(C)C)cc1NC(=O)COC(=O)c1ccc2c(c1)OCO2 | 0% | 23% | -0.4 | i | 12% | 14% | -8% | 0.1% | -10%
CC(Sc1ccsc1[N+](=O)[O-])C(=O)NCCc1ccc(Cl)cc1 (stereo not given) | 1% | 7% | 0.1 | i | 1% | 2% | -7% | ? | -16%
S=C(Cc1ccccc1)NCCc1ccccc1 | -2% | 10% | -3.8 | i | -3% | 15% | -3% | 0.2% | -8%
COc1ccc(C(=O)OCC(=O)c2ccc(C)c(S(=O)(=O)N3CCOCC3)c2)cc1OC | -14% | -2% | -3.0 | i | 21µM* | 4% | -20% | -0.1% | 4%
CC1=C(C(=O)Nc2ccccc2C)C(c2ccc(C)o2)C2=C(CCCC2=O)N1 (stereo not given) | -3% | -6% | 0.2 | i | -20% | 9% | -2% | 5.2% | 29%
Cc1cccc(N2CCN(C(=O)c3ccc(CS(=O)Cc4ccc(Cl)cc4)o3)CC2)c1C (stereo not given) | -1% | -11% | 0.3 | i | -13% | 17% | ? | -0.3% | -20%
CCCNC(=O)C1(CC2CC(c3ccccc3)=NO2)CCN(C(=O)C2(C)CC2)CC1 (stereo not given) | / | -1% | -2.6 | i | 6% | 4% | -23% | -0.4% | 5%
COc1cc2[nH]c(=O)n(CCC(=O)N3CCC(N4CCCCC4)CC3)c(=O)c2cc1OC | 0% | -5% | -1.4 | i | 15% | 0% | -8% | -0.2% | 6%
CCOC(=O)CCC(NC(=O)c1cncc(O)c1)C(=O)OCC (stereo not given) | -3% | -6% | -0.8 | i | 10% | 8% | 0% | -0.9% | -7%
Cc1noc(C)c1C(=O)Nc1cc(Cl)ccc1N1CCOCC1 | 0% | 21% | -2.4 | i | -10% | 6% | 37%[activator] | 0.2% | -21%
NC(=O)C1(N2CCCCC2)CCN(C2CC(=O)N(CCc3ccccc3)C2=O)CC1 (stereo not given) | / | -4% | -1.5 | i | / | 9% | -18% | 0.4% | -1%
CN1CCN(c2oc(-c3ccc([N+](=O)[O-])cc3)nc2C#N)CC1 | -1% | 10% | -2.0 | i | 1% | 2% | 20% | 0.1% | 1%
CCN(CC)C(=O)c1[nH]cnc1C(=O)N[C@H](C)c1ccccc1 | 0% | -3% | 1.0 | i | 2% | 5% | 5% | 0.4% | 3%
CC(C)C(=O)Nc1ccc2c(c1)nc(CCN1CCN(C)CC1)n2C | -2% | -1% | -0.9 | i | 13% | 5% | 10% | -0.4% | 2%
CC1(C)OC(=O)C2=C(C[C@@H](C3CCCCC3)O[C@H]2c2ccc(F)cc2)O1 | / | / | -1.6 | i | / | 4% | ? | 3.9% | -25%
O=C1NC2(O)C(=O)c3ccccc3C2(O)N1 (stereo not given) | -9% | 1% | 1.1 | i | ? | 1% | 5% | -0.9% | 17%
CC(C)NS(=O)(=O)c1ccc(NC(=O)c2cccnc2)cc1 | -6% | 1% | -0.7 | i | -9% | 8% | 4% | 3.3% | 13%
O=C(C[n+]1cccc(CNC(=O)c2ccc(OC(F)F)cc2)c1)c1ccccc1 | 0% | 6% | -1.8 | i | ? | 2% | -2% | -0.4% | 2%
Cc1ccc(CCNC(=O)c2cc3c(=O)oc4ccccc4c3s2)cc1 | / | -3% | / | / | -3%[9.27 µM] | / | 2% | 0.1% | /
Cc1ccc(OCC(=O)Oc2ccccc2[N+](=O)[O-])cc1 | / | 1% | 1.7 | i | 7% | 2% | 0% | 0.1% | -4%
O=C(O)c1cccc(C(=O)O)c1Br | 1% | -7% | -1.3 | i | 5% | 10% | -3% | -0.7% | 12%
COc1ccc(C(=O)NNC(=O)C(=O)Nc2ccc(C)c(Cl)c2)cc1 | 0% | ? | 1.7 | i | 5.8µM* | -1% | 13% | 0.2% | 6%
CCOc1ccc(NC(=O)COc2coc(CN3CCc4ccccc4C3)cc2=O)cc1 | 1% | 0% | -0.7 | i | -10% | 8% | 17% | 1.1% | -2%
O=C(COC(=O)c1cccc(S(=O)(=O)N2CCOCC2)c1)Nc1ncc(Cl)cc1Cl | 0% | -6% | -3.7 | i | 1% | 4% | -10% | -0.6% | 4%
O=C(Cc1nc2ccccc2[nH]1)c1ccc([N+](=O)[O-])cc1 | 0% | -10% | -6.1 | i | 15% | 1% | 14% | 4.9% | 3%
CCOc1ccc(N(CC(=O)Nc2cccc(C)c2)S(C)(=O)=O)cc1 | 2% | -9% | -0.2 | i | ? | 1% | 14% | 4.4% | -7%
[O-]c1n[n+](-c2ccc(Cl)cc2)cc2ccccc12 | -2% | -6% | 0.6 | i | -3% | 3% | ? | 0.0% | 5%
Cc1[nH][nH]c(=O)c1C(c1ccc(-c2cccc(C(=O)O)c2)o1)c1c(C)[nH][nH]c1=O | -8% | -4% | 0.1 | i | -8% | 16% | -3% | 0.5% | 2%
CC(NC(=O)c1cc(S(=O)(=O)N2CCOCC2)cn1C)c1ccccc1 (stereo not given) | -2% | 4% | -0.6 | i | 7% | 9% | -18% | 0.3% | -1%
Cc1cc(C)n(S(=O)(=O)c2ccc3ccccc3c2)n1 | 0% | -18% | 1.1 | / | ? | 12% | -13% | -0.4% | -7%
CC1CC1C(=O)OCC(=O)Nc1ncc(Cl)cc1Cl (stereo not given) | -1% | -6% | -3.9 | i | 8% | 3% | 7% | 1.9% | 0%
CC(C)Cc1nc(C#N)c(N2CCC(C(N)=O)CC2)o1 | 3% | 2% | -1.3 | i | -8% | 8% | -3% | 0.1% | 16%
O=C(Cn1c(=O)n(-c2ccc(F)cc2)c(=O)c2sc3ccccc3c21)N1CCCC1 | / | -15% | / | / | -19% | / | ? | 0.4% | /

Reprinted at random: 2 entries already listed.
SMILES | Mm-Cpn inhibitor | A549 viability | CCT chaperon mod | Akt phos inh | Nrf2 inh | EPAC2 agonist | TGFb inhibitor | Nrf2 ARE act | EPAC2 antag
O=C(Cn1c(=O)n(-c2ccc(F)cc2)c(=O)c2sc3ccccc3c21)N1CCCC1 | / | -15% | / | / | -19% | / | ? | 0.4% | /
COc1ccc(C(=O)NNC(=O)C(=O)Nc2ccc(C)c(Cl)c2)cc1 | 0% | ? | 1.7 | i | 5.8µM* | -1% | 13% | 0.2% | 6%
